# USP2a inhib – USP2a (human) protease inhibition. USP2a enzymatic assay, qHTS inhibition. Potency, µM (titrated, usually from 38.3 µM), without a hit: at the highest dose activity change, negative = inhibition, actives largely listed as inhibitors. 0.1% of 60,000 active. AID 927;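 note: potency is the fitted concentration of half-maximal effect; nearly all actives have a fitted effect of over 60% in size; plate controls were DMSO for no effect and NEM full inhibition control for full effect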
#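 Inhibition is measured in a cell-free coupled assay with 20 nM USP2 core, 20 nM Ub-PLA2 and 20 uM NBD C6-HPC, 2.5 h incubation. Activity normalized to NEM control.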
# Epigenetic mod – epigenetic GFP locus derepression in mouse cells | mouse C127i GFP locus derepression, cytometry, 30 h | 0.09% of 68,000 active | AID 597 | Potency, µM (highest dose often 46.1 µM), inactives show at the highest dose GFP derepression (activation); note: % of control where 0% means no effect
#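 Locus derepression in mouse mammary C127i cells whose integrated CMV-GFP reporter is normally silent; GFP expression after 30 h compound treatment was quantified by counting fluorescent cells.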
# Ub-GFP proteasome – inhibits proteasome, raising ubiquitin-GFP reporter fluorescence | Ubiquitin-GFP reporter cells, proteasome inhibition, GFP fluorescence; response scale: untreated = 0%, 10 µM MG-132 = 100% | Potency, µM (top dose mostly 45.9 µM), for the others: at the top dose activation (GFP accumulation), hits mostly activators | 67,000 tested, under 10 active | AID 526; active = well fitted activation curve with a large enough effect, not every such curve was filed as active; inconclusive = small, poorly fitted or top-dose-only effect, or another doubt; inactive = no such curve, though single readings can be large or run the other way; note: potency is the fitted concentration of half-maximal effect
#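 Reporter cells (U2OS, ubiquitin-G76V-GFP fusion) are plated overnight, then treated 4 hr at 37 °C with compound titrations from 46 uM down to 2.9 nM. Activity is scaled against untreated cells and 10 uM MG-132.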
# BRCT PPI red – inhibitors of human BRCA1 BRCT-phosphoprotein interaction (red fluorophore). 0.03% of 75,000 active. Potency, µM (highest dose often 76.9 µM), for inactives: at the top dose activity change, negative = inhibition, usual class: inhibitors. AID 892. BRCT-phosphopeptide binding, red fluorescence polarization; note: % is set by controls: 0 for no effect and ±100 for the full control effect
#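 Fluorescence polarization: 100 nM His-tagged BRCA1 BRCT with 100 nM TAMRA-labelled phospho-BACH1 decapeptide, phosphate buffer pH 7.3 with 150 mM NaCl, DTT, 0.01% Tween 20; 12 min RT. Binding inhibition seen as FP decrease.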
# HBB splice mod – modulators of hemoglobin beta chain splicing | HBB splicing reporter cell assay, activation; EGFP reporter with mutant IVS2-654 intron; response scale: normalised to 500 nM splice-correcting PNA | Potency, µM (titrated, usually from 46.1 µM), for the others: top-dose activation, most hits filed as activators | 0.06% of 65,000 active | AID 925; note: potency is the fitted concentration of half-maximal effect; 0% is about no effect
#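 Compounds were applied for 2 days to HeLa EGFP-654 cells, 500/well in Optimem with 2% FCS. The reporter's EGFP is disrupted by mis-splicing of beta-globin intron IVS2-654. Readout: summed well GFP fluorescence from 488 nm laser scanning; reference was 500 nM antisense […] 654 PNA.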
# HADH2 inh – HADH2 (human) dehydrogenase inhibition; Q99714; recombinant HADH2, NADH fluorescence, beta-hydroxybutyryl-CoA; Potency, µM (titrated, usually from 57.1 µM), inactives show at the highest dose activity change, negative = inhibition, hits mostly inhibitors; 3.4% of 73,000 active; note: potency is the fitted concentration of half-maximal effect; % is set by controls: 0 for no effect and ±100 for the full control effect; nearly all actives have a fitted effect of over 60% in size; many of its hits are not listed in these tables
# Target sequence (Q99714 whole entry, looked up, one chain of several): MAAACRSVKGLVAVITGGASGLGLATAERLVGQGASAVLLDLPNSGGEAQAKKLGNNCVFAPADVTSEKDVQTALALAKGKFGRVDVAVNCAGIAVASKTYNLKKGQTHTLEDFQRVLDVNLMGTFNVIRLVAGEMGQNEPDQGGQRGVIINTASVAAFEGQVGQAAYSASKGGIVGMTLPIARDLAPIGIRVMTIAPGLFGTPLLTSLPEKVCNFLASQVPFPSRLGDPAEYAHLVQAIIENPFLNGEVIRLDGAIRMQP
#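 E. coli-expressed His-tagged HADH2 tested at 20 nM in alkaline Tris buffer (pH 9.0); oxidation of 90 uM beta-hydroxybutyryl-CoA with 1 mM NAD+ tracked fluorimetrically for 4 min.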
# CRE-bla Fsk – modulators of forskolin-stimulated CRE signaling in CHO cells | CHO CRE-bla reporter (cAMP response element driving beta-lactamase), forskolin EC10, beta-lactamase ratio | Potency, µM (titrated, usually from 38.2 µM), without a hit: at the highest dose activity change, negative = inhibition, hits mostly activators | 2.5% of 71,000 active; active = well fitted activation curve with a large enough effect in the signal ratio, with a control signal flat, not every such curve was filed as active; inconclusive = small, poorly fitted or top-dose-only effect, or effect the other way, or a change in a side signal; the % refers to the signal ratio; note: potency is the fitted concentration of half-maximal effect; % of control where 0% means no effect
#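 Beta-lactamase reporter under a cAMP responsive element in CHO cells; compounds tested in titration series against EC10 NKH 477, 3 h at 37 °C. Read-out: CCF4 FRET ratio 460nm/530nm (excitation 405nm) giving %Activity, fitted to AC50.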
# Hsp90 Hop PPI – changes Hsp90-Hop TPR2A binding signal, up or down. AlphaScreen TPR2A-His6 binding biotin-Hsp90 C-terminal peptide. Potency, µM (highest dose often 57 µM), inactives show at the highest dose activity change, negative = inhibition. 0.44% of 71,000 active. AID 595; active = well fitted curve in either direction with a large enough effect; inconclusive = small, poorly fitted or top-dose-only effect, or another doubt; note: potency is the fitted concentration of half-maximal effect; % is set by controls: 0 for no effect and ±100 for the full control effect; many of its hits are not listed in these tables
# 15-hLO inh – inhibitors of human 15-lipoxygenase (ALOX15); P16050; purified 15hLO-1, xylenol orange hydroperoxide absorbance; Potency, µM (highest dose often 57.1 µM), inactives show top-dose activity change, negative = inhibition, most hits filed as inhibitors; 1.4% of 74,000 active; AID 887; note: potency is the fitted concentration of half-maximal effect; % is set by controls: 0 for no effect and ±100 for the full control effect; nearly all actives have a fitted effect of over 55% in size
# Target sequence (P16050 whole entry, looked up): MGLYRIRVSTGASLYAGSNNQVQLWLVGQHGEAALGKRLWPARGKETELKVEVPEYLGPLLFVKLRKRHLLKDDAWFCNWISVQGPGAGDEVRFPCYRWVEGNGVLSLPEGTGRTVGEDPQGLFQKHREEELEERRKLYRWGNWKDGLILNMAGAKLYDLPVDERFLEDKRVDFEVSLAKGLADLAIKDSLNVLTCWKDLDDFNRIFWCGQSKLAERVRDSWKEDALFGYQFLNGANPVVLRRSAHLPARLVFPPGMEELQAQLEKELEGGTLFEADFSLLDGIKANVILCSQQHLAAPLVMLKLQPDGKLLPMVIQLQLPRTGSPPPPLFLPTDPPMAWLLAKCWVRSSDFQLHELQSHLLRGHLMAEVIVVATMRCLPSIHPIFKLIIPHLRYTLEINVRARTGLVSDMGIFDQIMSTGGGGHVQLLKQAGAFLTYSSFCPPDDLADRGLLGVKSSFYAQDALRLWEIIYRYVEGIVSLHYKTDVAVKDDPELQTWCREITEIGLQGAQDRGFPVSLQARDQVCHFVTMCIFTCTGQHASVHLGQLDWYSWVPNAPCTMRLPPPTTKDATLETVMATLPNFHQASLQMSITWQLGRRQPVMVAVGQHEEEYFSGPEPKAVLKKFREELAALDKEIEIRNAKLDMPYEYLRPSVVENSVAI
#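 Inhibition is scored from a chromogenic endpoint. After 15 min enzyme-compound contact, arachidonic acid (50 uM final) reacts 6 min with 40 nM 15hLO-1 at room temperature, then Fe-XO reagent is added for 30 min and absorbance ratio recorded.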
# BRCT inh green – blocks human BRCA1 BRCT binding to phosphopeptide, green readout; P38398; BRCA1 BRCT-phosphopeptide binding, green fluorescence polarization; Potency, µM (top dose mostly 76.9 µM), for the others: top-dose activity change, negative = inhibition, actives largely listed as inhibitors; 0.05% of 75,000 active; AID 875;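 note: potency is the fitted concentration of half-maximal effect; plate controls were peptide without protein for full effect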
#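 Compounds were incubated for 12 min at room temperature with a complex of 100 nM fluorescein-tagged pBACH1 decapeptide and 250 nM His-tagged BRCT protein. Buffer was phosphate pH 7.3 with EDTA, DTT and Tween 20. Disruption of binding lowers the polarization signal.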
# Pol III holo inh – inhibitors of bacterial DNA polymerase III holoenzyme; reconstituted DNA polymerase III holoenzyme replication, biochemical; Potency, µM (series often up to 57.1 µM), without a hit: at the top dose activity change, negative = inhibition; 0.25% of 71,000 active; note: potency is the fitted concentration of half-maximal effect; % is set by controls: 0 for no effect and ±100 for the full control effect
#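 Reconstituted *E. coli* holoenzyme (0.35 nM Pol III, 1 nM beta, 154 nM SSB, 2 nM primase) was preincubated with compound for 15 min at RT. Synthesis on 1.4 nM ssM13Gori ran 35 min, then was stopped with PicoGreen/EDTA and read as dsDNA fluorescence.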
# * marks the source's active call; other numbers are inactive results; ? = inconclusive; . = no result given; [ ] = remark or other dose. Unless noted, calls come from the whole dose curve; as a rule, active = well fitted curve in the direction sought with a large enough effect; inconclusive = small, poorly fitted or top-dose-only effect, or another doubt; inactive = no such curve, though single readings can be large; an effect the other way counts as inactive or inconclusive. The list is partial. The share of hits here may be higher or lower than overall.
SMILES,USP2a inhib,Epigenetic mod,Ub-GFP proteasome,BRCT PPI red,HBB splice mod,HADH2 inh,CRE-bla Fsk,Hsp90 Hop PPI,15-hLO inh,BRCT inh green,Pol III holo inh
Cc1cc(-c2nnc(SCC(=O)N3C(C)CCCC3C)o2)no1 (configuration not stated),9%,1%,2%,-0.3%,-1.8%,-1%,8%,-4%,6%,0.1%,-1%
CC1CCCCN1C(=O)CSCC(=O)Nc1nc(-c2cccs2)cs1 (configuration not stated),.,.,-2%,-0.7%,-0.6%,-4%,-6%,-5%,-27%,0.4%,-4%
c1ccc(N2CCOCC2)c(Nc2nc3ccccc3n3cnnc23)c1,.,4%,-7%,-2.1%,-1.1%,0%,?,-2%,13%,-3.3%,-14%
O=C(CCNS(=O)(=O)c1ccc(Br)cc1)NCc1ccc2c(c1)OCO2,5%,-2%,-7%,0.8%,-0.3%[1.84 µM],8%,-17%,3%,-10%,0.7%,-1%
CC(C)=C1C2C=CC1C1C(=O)N(c3ccc4c(c3)OCO4)C(=O)C21 (configuration not stated),16%[7.66 µM],-2%,-15%[9.17 µM],-1.7%,-1.5%[0.0738 µM],-3%[11.4 µM],?,-6%[11 µM],-3%[11.4 µM],-2.0%,-3%[11.4 µM]
CC(=O)O[C@]1(C(C)=O)CC[C@H]2[C@@H]3C[C@H](C)C4=CC(=O)CC[C@]4(C)[C@H]3CC[C@@]21C,.,-2%[20.6 µM],.,1.1%,1.1%,-5%,?,0%,-4%,2.6%,-11%
CCn1c(CCn2ccnc2C)n[nH]c1=S,8%,-4%,-7%,0.3%,-3.1%,-11%,0%,2%,-5%,-1.3%,-1%
CC(C)C(NC(=O)c1ccc(Cl)cc1)C(=O)NC1=NCCS1 (configuration not stated),4%,0%,4%,0.9%,-0.7%,0%,-5%,-6%,3%,-0.3%,-1%
Cc1sc2ncn(CCC(=O)O)c(=O)c2c1C,2%,1%,-3%,0.5%,.,-6%,6%,-1%,0%,-3.9%,-4%
CC1CCCCC1NC(=O)CN(C)S(=O)(=O)c1cccc2nsnc12 (configuration not stated),3%,0%,-7%,-0.1%,-1.9%,-2%,11%,3%,8%,-2.5%,-7%
ONC=Nc1cccc2nonc12,-5%,-2%,2%,0.8%,-0.5%[57.5 µM],-13%,-11%,-3%,10%,0.3%,-3%
COc1ccccc1-c1noc(-c2cc(OC)c(OC)c(OC)c2)n1,18%,-3%,12%,-0.5%,0.3%,11%,6.3µM*,1%,-5%,0.2%,1%
COc1ccc(-c2nc(N3CCCC3)[nH]c(=O)c2C#N)cc1,4%,0%,9%,-0.7%,1.3%,-9%,?,1%,3%,-1.1%,0%
CCCCN(CC)C(=O)CN(C)S(=O)(=O)c1cccc2nsnc12,10%,10%,11%,-0.8%,1.1%,4%,1%,-10%,2%,-1.9%,-11%
Cc1cc(C(=O)OCC(=O)NCCc2ccccc2)c(C)o1,0%,2%,3%,-1.3%,-2.0%,24%,-9%,0%,11%,-1.2%,5%

# Some entries already given, reduced to Ub-GFP proteasome, Epigenetic mod and HBB splice mod:
mol,Ub-GFP proteasome,Epigenetic mod,HBB splice mod
CC(=O)O[C@]1(C(C)=O)CC[C@H]2[C@@H]3C[C@H](C)C4=CC(=O)CC[C@]4(C)[C@H]3CC[C@@]21C,.,-2%[20.6 µM],1.1%
CCn1c(CCn2ccnc2C)n[nH]c1=S,-7%,-4%,-3.1%
CC(C)C(NC(=O)c1ccc(Cl)cc1)C(=O)NC1=NCCS1 (configuration not stated),4%,0%,-0.7%

# Following part
SMILES,USP2a inhib,Epigenetic mod,Ub-GFP proteasome,BRCT PPI red,HBB splice mod,HADH2 inh,CRE-bla Fsk,Hsp90 Hop PPI,15-hLO inh,BRCT inh green,Pol III holo inh
CC(C)(C)CC(=O)N1CCC(c2nc3c(nnn3Cc3c(F)cccc3Cl)c(=O)[nH]2)CC1,25%,-1%,0%,-1.3%,1.5%,14%,?,-8%,-19%,3.1%,2%
CC(=O)NCCNc1ncnc2ccc(-c3ccc4c(c3)OCO4)cc12,43%,2%[9.22 µM],-6%,-0.8%,0.1%,16%,?,-2%,4%,-1.5%,-9%
Cc1ccc(NC(=O)C2CCCN(S(=O)(=O)c3c(C)noc3/C=C/N(C)C)C2)cc1F (configuration not stated),44%[activator],0%,-14%,-4.0%,4.3%,-4%,?,-19%,-20%,3.3%,0%
COc1ccc(C(C(=O)NC2CCCCC2)N(CC2CCCO2)C(=O)CNC(=O)c2ccco2)cc1 (configuration not stated),12%,-2%,2%,-0.7%,-2.1%,8%,-4%,-6%,5%,-1.5%,-3%
Cc1cc(C)c(C(N)=O)c(Nc2ccc3c(c2)OCCO3)n1,1%,2%,8%,0.4%,-0.1%,0%,-6%,-2%,4%,-3.2%,-3%
COc1ccc(Cl)cc1N1CC(c2nc3ccccc3[nH]2)CC1=O (configuration not stated),.,.,1%,1.9%,-0.9%,6%,18%,-2%,-2%,-1.3%,-3%
Cc1nc2cc(S(=O)(=O)N(C)C)ccc2n1-c1ccccc1,6%,-3%,-1%,1.3%,-0.3%,7%,8%,-3%,2%,0.4%,2%
CC(C)C[C@@H](CC(=O)N[C@@H](CCC(=O)O)CC(=O)O)NC(=O)[C@@H]1CCCC[C@H]1NC(=O)C[C@H](CCCN)NC(=O)C[C@H](CO)NC(=O)[C@@H]1CCCC[C@H]1N,.,.,.,.,6.2%,13%,-6%,0%,.,.,-2%
O=C(NCCCN1CCCCC1)c1ccc2c(=O)n(CCc3ccccc3)c(=O)[nH]c2c1,14%,2%,-7%,-0.2%,-0.2%,47%[activator],-1%,-2%,0%,1.6%,-7%
COc1ccc(Cn2nnnc2CN(Cc2cc3cccc(C)c3[nH]c2=O)C2CCCC2)cc1,.,2%,-2%,0.2%,0.1%[57.5 µM],2%,4%,0%,11%,-0.3%,-9%
CC(=O)C1C(c2ccc(F)cc2)NC(=O)NC1(O)C(F)(F)F (configuration not stated),3%,0%,-5%,-0.2%,1.2%,4%,-4%,-2%,7%,0.0%,-4%
C=CCn1c(N)c(C(=O)NCC2CCCO2)sc1=S (configuration not stated),1%,0%,13%,-0.2%,4.1%,25µM*,-3%,-6%,?,-0.4%,4%
CC(=O)c1c(NC(=O)C(C)C)nc(C)nc1-c1ccccc1,1%[7.66 µM],0%,?,-0.2%,-1.9%[0.0738 µM],9%[11.4 µM],?,-4%[11 µM],4%[11.4 µM],0.2%,-3%[11.4 µM]
CC1(C)Cc2ccccc2-c2nnc(SCC(=O)N3CCN(c4ccccc4)CC3)n21,125%[activator],0%,1%,-0.8%,.,2%,3%,-4%,-5%,-0.8%,-8%
CCOc1cc(C)c(C(C)C)cc1S(=O)(=O)N1CCN(C)CC1,-1%,3%,8%,-1.8%,0.7%,?,?,-4%,5%,-0.9%,-4%
N#Cc1ccc(OCc2nnc(SCC(=O)N3CCCc4ccccc43)n2-c2ccccc2)cc1,36%[activator],0%,-5%,-0.2%,-2.9%,0%,-15%,-4%,2.5µM*,-1.5%,-9%
CC(=O)c1sc(Nc2nc3ccc(F)cc3s2)nc1C,34%[activator],?,3%,-1.2%,-2.3%,-2%,13µM*,19%,-28%,0.7%,-6%
COc1ccc(N2CCN(c3ncnc4nc[nH]c34)CC2)cc1,.,.,4%,-0.7%,0.0%,?,?,0%,-18%,?,-9%
COc1ccc(-c2c3c(=O)n(C)c(=O)n(C)c3cn2NC(C)=O)cc1,-10%,0%,13%,0.5%,-0.7%,-2%,-8%,-6%,4%,-1.6%,-10%
O=C(CN(Cc1ccco1)C(=O)CNS(=O)(=O)c1ccccc1)NC1CCCCC1,8%,-1%,-2%,-0.9%,.,4%,0%,-5%,0%,-2.7%,-4%
O=C(Cn1cc2c(n1)CCCCC2)NC1CCCCCC1,.,0%,9%,-0.2%,-0.1%,1%,-2%,0%,-7%,0.3%,0%
